M17LAP inhibition – P. falciparum M17LAP inhibitors, primary screen, biochemical, fluorogenic H-Leu-NHMec substrate, 1536-well (AID 1619) | recombinant M17LAP, H-Leu-NHMec fluorogenic kinetic assay; higher % means a stronger effect | inhibition, % at 30 µM, or IC50 in µM where a hit was titrated | hit rate 0.38% among 220,000;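 active means compound inhibiting the enzyme by more than half at any dose during confirmatory dose-response retesting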;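 further: plate controls were full reaction with DMSO carrier for no effect and no enzyme background for full effect; strong numbers were not always called active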
b-catenin transl – beta-catenin nuclear translocation modulation; HeLa beta-catenin nuclear translocation, immunofluorescence imaging; nuclear translocation activity, % at 5 µM; hit rate 0.3% among 190,000; AID 1665;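 active means nuclear translocation activity above 50% at 5 µM, with a well cell count of 50 or more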;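 further: per-cell ratio of nuclear to cytoplasmic median beta-catenin stain intensity; plate controls were DMSO negative control for no effect and GSK-3 inhibitor IX positive control for full effect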
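Test system: human HeLa cell line; Doses: 5 µM primary, 0.02–20 µM confirmation; Incubation: 24 h compound exposure, 37°C; Detection: beta-catenin immunofluorescence imaging with DAPI; Read-out: beta-catenin nuclear/cytoplasmic ratio, % activation.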
P. falciparum M1AAP – malaria alanyl aminopeptidase activity blockers – biochemical, fluorogenic H-Leu-NHMec substrate, 1536-well (AID 1445) | recombinant M1AAP, H-Leu-NHMec fluorogenic kinetic assay; higher % means a stronger effect | inhibition, % at 30 µM; hits with a dose series show IC50 in µM | hit rate 0.42% among 220,000;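 active means primary inhibition above the hit cutoff, then over 50% inhibition at one or more dose response concentrations, cut at about 23% in these data, passing the limit was not always enough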;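 further: plate controls were DMSO full reaction for no effect and no enzyme background for full effect; strong numbers were not always called active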
Yfh1-depleted yeast – enhancers of respiration in Yfh1-depleted yeast, dose response, Friedreich's ataxia, plus single-dose screen (AID 1465). S. cerevisiae Yfh1-off respiration, WST-1 reduction, 72 h; higher fold induction means a stronger effect. fold induction at 50 µM; hits with a dose series show EC50 in µM. hit rate 0.074% among 220,000;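 active means fold induction of absorbance versus untreated yeast above a set limit, then at least 30% activation at any dose in follow-up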;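 further: activators that raise dye reduction in frataxin-depleted yeast; strong numbers were not always called active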
Dynein cargo inh – dynein cargo transport inhibition | hit rate 0.47% among 220,000 | 3617.4 mouse cells, GR-EGFP nuclear translocation imaging; test concentration mostly 20 µM; stimulated with dexamethasone, 1 µM; stronger effect = lower value | z-score, hits read low;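 active means plate z-score of nuclear minus cytoplasmic receptor signal below a set negative limit, without overly bright fluorescence or cell loss, cut at about -3.5 in these data, passing the limit was not always enough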;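 further: z-score of nuclear minus cytoplasmic ring GR-EGFP intensity difference per well; some compounds called inactive have numbers as strong as hits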
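Schedule: 48 h induction, then 1 h compound, then 30 min agonist, 37 °C. Buffer or medium: tetracycline-free induction medium containing charcoal-stripped FBS. Reagent: 1.0 µM final dexamethasone stimulus. Evaluation: nuclear versus cytoplasmic GR-EGFP signal, averaged per well. Signal: high-content fluorescence imaging after fixation.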
MT stabilize HCS – microtubule stabilizers in HeLa cells; hit rate 0.83% among 200,000; AID 2205; % tubulin-high responders, % at 10 µM; HeLa tubulin immunostaining HCS, 24 h; share of cells brighter than vehicle mean+2SD;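 active means plate Z-score above 3 for both tubulin-high and condensed-nucleus cell shares, with cell loss under 80%, at 10 µM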;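 further: anti alpha tubulin signal scored within the nucleus-defined area of each cell; some results filed as inactive read as strong as hits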
T cell HTS – T cell immune modulation candidate | calls only at 7 µM | hit rate 0.068% among 330,000 | 2C CD8+ T cell-vesicle binding, flow cytometry; stronger effect = lower value;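 active means response, share of CD8 T cells binding vesicles, and their 90th percentile fluorescence all below set limits, cut at about 80% in these data, passing the limit was not always enough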
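Material: murine 2C transgenic CD8+ T lymphocytes / Also added: QL9-peptide-loaded Drosophila micro-vesicles bearing Ld, ICAM-1 and B7-1 / Schedule: binding step 1.5 h, 37 °C, antibody labelling 20 min, ice / Signal: flow cytometry, PE anti-B7-1 (FL2) versus Alexa647 anti-CD8 (FL8), PFA-fixed / Evaluation: percent CD8+ FL2 mean versus row control / Benchmarks: naked versus QL9-loaded vesicles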
Autophagy HCS – autophagy modulation, high-content screen. MEF GFP-LC3 puncta imaging; test concentration mostly 10 µM. calls only at 10 µM (by protocol). hit rate 0.98% among 190,000. AID 463193;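 active means percentage of spot-positive cells more than 3 SD above its plate mean, without a fluorescence outlier flag or 80% toxicity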;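 further: spot-positive cell cutoff set from DMSO-treated cells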
WT yeast gro inh – growth inhibition of WT yeast, mitochondrial fusion screen; mitochondrial fusion phenotypic screen, WT strain; hit rate 2.1% among 190,000; inhibition, % at 10 µM; in the data active means inhibition above about 58%; tested in S. cerevisiae
WT yeast gro inh mutant strain – second read-out of WT yeast gro inh, no call of its own (marks repeat the call); inhibition, %; mitochondrial fusion phenotypic screen, mutant strain inhibition
Dynein cargo inh cytoplasmic EGFP – further read-out of Dynein cargo inh, marked with its call; z-score; measured here: cytoplasmic GR-EGFP intensity; stronger effect = higher value
Dynein cargo inh nuclear GR-EGFP – second read-out of Dynein cargo inh, no call of its own (marks repeat the call); z-score; measured here: nuclear GR-EGFP intensity;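 lower value marks the stronger effect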
Dynein cargo inh cell count – recorded beside Dynein cargo inh, whose call it bears; z-score; measured here: cell count per field
b-catenin transl cell count 5 µM – further read-out of b-catenin transl, marked with its call; cell count; measured here: cell count, cytotoxicity flag
T cell HTS vesicle-bound % – recorded beside T cell HTS, whose call it bears; double positive events, %; measured here: CD8+ vesicle-bound cell fraction;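 binding gate set so that unloaded-vesicle control wells show 10% double positive cells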
MT stabilize HCS Hoechst-high % – also measured in MT stabilize HCS; calls as there; % Hoechst-high responders; measured here: nuclear condensation Hoechst responders;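 share of cells brighter than vehicle mean plus two SD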
MT stabilize HCS cytotoxicity % – recorded beside MT stabilize HCS, whose call it bears; toxicity, %; measured here: cytotoxicity by cell density;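 0% = mean cell density of plate MIN control wells and 100% = no cells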
Autophagy HCS cell loss 18 h – further read-out of Autophagy HCS, marked with its call; toxicity, %; measured here: cell loss, nuclei count;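 cell loss after 18 h compound exposure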
Active calls of the source: *; i = inactive; · = no result given; + = active, no number.

SMILES	M17LAP inhibition	b-catenin transl	b-catenin transl cell count 5 µM	P. falciparum M1AAP	Yfh1-depleted yeast	Dynein cargo inh	Dynein cargo inh cytoplasmic EGFP	Dynein cargo inh nuclear GR-EGFP	Dynein cargo inh cell count	MT stabilize HCS	MT stabilize HCS Hoechst-high %	MT stabilize HCS cytotoxicity %	T cell HTS	T cell HTS vesicle-bound %	Autophagy HCS	Autophagy HCS cell loss 18 h	WT yeast gro inh	WT yeast gro inh mutant strain
COc1cccc(CNC(=O)C2CCN(S(=O)(=O)c3c(C)nn(C)c3C)CC2)c1	3.7%	·	·	4.3%	i	0.29	-0.226	0.324	-0.0506	6.2	1.7	2.9	i	31.6	i	2.6	-11.8	-3.9
COC(=O)c1ccc(NC(=S)N2CCN(Cc3ccc(Cl)cc3)CC2)cc1	4.9%	-1.7	1380	16.8%	i	-0.21	-0.179	-0.365	-0.249	4.0	1.5	5.8	i	56.8	i	23.8	26.8	38.8
Cc1ccc(N=Cc2sc(O)c3ccccc23)c(C)c1	-3.1%	-1.3	1154	9.3%	i	2.13	0.759	0.866	-1.76	3.7	2.0	6.7	i	15.9	i	-2.3	-2.0	2.5
CS(=O)(=O)N(CC(=O)NCc1ccccc1Cl)C1CCCCC1	4.6%	·	·	-3.9%	i	2.43	-0.0534	1.61	-1.88	2.5	3.8	11.2	i	43.9	i	2.1	-5.2	-6.3
CCOc1cc(-c2cc(-c3ccc(OC)cc3)nc(N)c2C#N)ccc1O	11.9%	·	·	16.0%	i	2.03	0.138	1.03	-0.498	2.0	1.2	5.9	i	12.3	i	3.1	-27.5	-7.2
O=C(NCC(=O)N(c1ccc(F)cc1)C(C(=O)NC1CCCC1)c1cccnc1)c1cccs1 (stereo unspecified)	2.2%	-0.4	1497	-6.5%	i	0.943	-0.353	-0.259	0.109	2.5	1.0	1.7	i	65.2	i	-8.5	19.8	13.8
CCc1nnc(NC(=O)c2cc(S(=O)(=O)N3CCOCC3)ccc2N2CCCCC2)s1	5.2%	-1.1	993	4.0%	i	0.456	-0.329	-0.343	-0.573	1.5	2.8	4.9	·	·	i	-6.6	-23.8	3.9
CC(=O)c1cn(CC(=O)NCC2CCCO2)c2ccccc12 (stereo unspecified)	9.6%	·	·	11.3%	i	-0.822	-0.243	-0.191	1.38	2.5	3.2	8.6	i	44.9	i	29.5	34.3	2.4
O=S(=O)(Nc1nc2ccccc2nc1NCC1CCCO1)c1ccccc1 (stereo unspecified)	8.9%	0.2	1336	15.8%	i	-0.693	0.136	-0.313	0.973	·	·	·	i	54.5	·	·	·	·
CCN(CC)c1ccc(/C=C/c2cc(-c3ccccc3)c3ccccc3n2)cc1	-1.0%	·	·	4.5%	i	-5.64	25.1	1.74	-0.347	·	·	·	i	56.2	·	·	·	·
COc1ccc(S(=O)(=O)Nc2ccccc2C(N)=O)cc1OC	-3.2%	0.4	1071	2.2%	i	0.0334	-0.2	0.0327	-0.17	1.0	1.1	6.0	i	26.5	i	40.0	-12.8	-0.3
O=C1CSCC(=O)N1c1ncc(C(F)(F)F)cc1Cl	1.9%	0.3	1284	6.6%	i	-0.0934	-0.262	0.435	-0.571	·	·	·	i	30.7	·	·	·	·
Cn1c(=O)oc2cc(S(=O)(=O)Nc3cccc(F)c3)ccc21	9.0%	-1.9	1170	8.6%	i	-0.755	-0.218	-0.0716	0.791	4.8	2.0	5.3	i	28.9	i	-12.7	5.3	3.2
Cc1ccc(S(=O)(=O)N2CCN(C(=O)c3ccccn3)CC2)cc1	-4.0%	-3.8	1073	6.5%	i	-0.36	-0.286	-0.434	-0.227	4.0	3.4	6.3	i	13.2	i	-1.2	-1.4	21.0
COC(=O)C1CCN(C(=O)/C=C/c2ccc(OC)cc2)CC1	11.3%	2.8	1048	0.1%	i	-0.996	-0.262	-0.483	0.807	1.4	1.5	8.6	i	52.2	i	1.7	16.5	-9.1
CC1CCN(C(=O)CSc2nnc(-c3ccncc3)n2C)CC1	-3.9%	4.0	434	-0.7%	i	-0.228	-0.207	-0.0947	-0.236	3.5	1.7	2.1	i	56.2	i	-7.0	-4.8	-14.9
C=C(C)Cn1c(-c2ccccc2)nc2ccccc21	3.2%	·	·	-3.1%	i	-0.127	-0.117	0.161	0.377	7.1	2.5	6.4	i	26.8	i	3.6	14.0	7.0
Cn1c(N)c(C#N)c2c(c1=S)COC(C)(C)C2	-1.8%	·	·	1.3%	·	-0.341	-0.226	-0.187	0.674	3.9	3.1	4.5	i	6.4	i	-3.0	-4.5	9.5
O=C(Cc1cccs1)N1CCCC(c2nc(-c3ccc(S(=O)(=O)N4CCCC4)cc3)no2)C1 (stereo unspecified)	-10.9%	0.8	1175	9.6%	i	0.886	-0.223	0.721	-0.347	2.2	2.0	8.6	·	·	i	10.8	38.9	-2.3
COC(=O)c1ccccc1NC(=O)C1CCN(C(=O)c2cc(OC)c(OC)c(OC)c2)CC1	-7.8%	-3.5	1309	2.0%	i	-0.704	-0.272	-0.379	0.35	2.6	1.1	3.0	i	42.9	i	-2.2	-12.7	10.9
COc1ccc(/C=C/C(=O)N2c3ccccc3Sc3ccc(C(F)(F)F)cc32)cc1	11.1%	3.2	1142	20.2%	i	-0.906	-0.0898	-0.725	0.251	2.6	2.3	4.0	i	28.3	i	2.9	14.3	-13.7
COCCn1c(SCC(N)=O)nnc1-c1c[nH]c2ccccc12	-2.8%	·	·	1.0%	i	-0.905	-0.173	-0.376	0.221	2.7	2.8	2.4	i	9.6	i	-1.4	-3.4	-17.7
COc1ccc([N+](=O)[O-])cc1N(CC(=O)N1CCOCC1)S(C)(=O)=O	2.6%	-0.9	1401	-2.9%	i	-0.148	0.098	0.0967	0.362	1.9	1.5	9.1	i	62.0	i	-12.6	6.0	6.0
COc1cccc(C(=O)N2c3ccccc3Sc3ccccc32)c1	-3.5%	1.1	1011	1.6%	i	0.0661	-0.233	-0.000329	-0.1	5.2	5.9	2.9	i	10.2	i	9.5	25.6	19.2
CCC(C)c1ccccc1OCCOCCN1CCCC1 (stereo unspecified)	20.0%	4.0	473	-2.3%	i	-0.55	-0.278	-0.732	0.481	4.7	2.4	6.3	i	16.4	i	3.5	3.4	13.3
CCCCN(CC)c1nc(-c2ccncc2)nc2ccccc12	11.7%	-2.2	1090	4.3%	i	0.0765	-0.298	0.132	0.474	1.8	1.4	2.1	i	31.6	i	-5.2	32.0	14.8
O=C(Cn1c2[n+](c3ccc(C(F)(F)F)cc31)CCCCC2)Nc1ccc(Br)cc1	5.5%	-2.6	1016	11.3%	i	-0.847	-0.23	-0.448	0.616	1.9	1.6	9.5	i	47.7	i	-10.6	9.1	3.8
COc1ccc(N2CN=C3SCC(=O)N3C2)cc1	9.1%	11.6	507	0.0%	·	-0.303	-0.279	0.00965	0.385	1.6	2.9	6.5	i	33.6	i	-0.2	2.9	-12.4
Cc1ccc(-n2nnnc2SC(C)C(=O)Nc2ccccc2-c2ccccc2)cc1 (stereo unspecified)	-4.4%	2.2	1100	2.1%	i	0.513	0.00561	0.465	-0.28	5.1	2.3	10.5	i	61.7	i	1.1	33.1	-3.7
O=C(CC1C(=O)NCCN1C(=O)Nc1ccccc1)Nc1ccc2c(c1)OCCO2 (stereo unspecified)	5.8%	-0.8	1017	1.7%	i	2.13	-0.154	1.01	-1.81	2.1	1.4	5.2	i	41.0	i	6.0	-0.3	12.7
Cc1ccc(N(C(=O)CCl)C(C(=O)NC2CCCCC2)c2cccnc2)cc1C (stereo unspecified)	19.5%	7.6	942	1.2%	i	-4.06*	0.473*	-2.15*	0.0709*	10.6	8.4	25.1	i	56.1	+	26.3*	-13.0	-5.1
CCOP(=O)(OCC)C(NC(=O)Nc1ccc(C)c(Cl)c1)c1ccccc1 (stereo unspecified)	5.1%	2.0	510	8.3%	i	-1.18	-0.307	0.0719	0.911	2.8	2.8	3.7	i	53.8	i	-30.1	-8.4	-28.6
c1ccc2nc(N3CCN(Cc4ccc5c(c4)OCO5)CC3)cnc2c1	9.1%	0.9	1472	6.9%	i	2.08	0.0748	1.44	-1.23	5.9	1.7	4.1	i	33.0	i	27.2	7.7	9.6
NS(=O)(=O)c1cc(C(=O)OCC(=O)c2ccccc2)c(Cl)cc1Cl	-1.2%	-0.7	974	-4.5%	i	-0.248	-0.29	0.133	-0.0648	2.5	1.6	9.4	i	25.3	i	10.1	6.4	-7.9

Screening results (PubChem)
